NALP3 yeast inh: NALP3 inflammasome inhibitors in reconstituted yeast, primary screen, luminescence, uHTS; Yeast reconstituted NLRP3/ASC/caspase-1, beta-gal luminescence, 24 h; inhibition, % at 10 µM; 330,000 tested, 0.39% active; AID 2825, 2010;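 active = inhibition of 50% or more; inactive = inhibition below 50%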;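 also: plate controls were induced DMSO wells for no effect and uninduced yeast grown without galactose for full effect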
SENP6 block: SENP6 protease inhibitors, primary screen, biochemical, luminescence, uHTS. Recombinant SENP6 catalytic domain, aminoluciferin luminescence. inhibition, % at 10 µM. 330,000 tested, 1.8% active. AID 2599, 2010;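 active = inhibition above about 50% at the single tested dose, limit read from the data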;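 also: plate controls were DMSO wells with enzyme for no effect and DMSO wells lacking enzyme for full effect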
Target sequence (Q9GZR1 628-1112 limits assumed): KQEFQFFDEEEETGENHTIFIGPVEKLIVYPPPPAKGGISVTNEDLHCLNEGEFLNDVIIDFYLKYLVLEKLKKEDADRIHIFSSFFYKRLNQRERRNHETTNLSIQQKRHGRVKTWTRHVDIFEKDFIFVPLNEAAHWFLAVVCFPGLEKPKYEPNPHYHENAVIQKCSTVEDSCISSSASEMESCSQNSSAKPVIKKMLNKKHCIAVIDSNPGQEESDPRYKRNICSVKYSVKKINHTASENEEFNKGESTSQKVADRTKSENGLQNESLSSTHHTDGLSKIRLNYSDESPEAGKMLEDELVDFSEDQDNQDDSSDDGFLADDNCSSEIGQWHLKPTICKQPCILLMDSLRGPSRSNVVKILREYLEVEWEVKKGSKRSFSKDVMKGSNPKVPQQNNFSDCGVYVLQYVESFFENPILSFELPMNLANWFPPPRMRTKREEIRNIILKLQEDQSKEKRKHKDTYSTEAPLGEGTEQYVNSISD
SENP8 block-1: SENP8 protease inhibitors, primary screen, biochemical, luminescence. Sentrin-specific protease 8 (Homo sapiens), Q96LD8. purified SENP8, Z-RLRGG-aminoluciferin cleavage. inhibition, % at 10 µM. 330,000 tested, 1.2% active. AID 2540, 2010; in the data active = inhibition above about 50%
Target sequence (Q96LD8 whole entry, looked up): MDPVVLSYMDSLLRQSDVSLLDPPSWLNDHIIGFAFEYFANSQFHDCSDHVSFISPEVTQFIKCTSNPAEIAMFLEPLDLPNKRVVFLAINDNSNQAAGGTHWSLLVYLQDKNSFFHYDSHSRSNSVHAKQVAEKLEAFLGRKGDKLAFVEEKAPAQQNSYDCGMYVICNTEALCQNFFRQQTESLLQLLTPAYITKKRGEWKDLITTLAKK
HKDC1 inh: HKDC1 hexokinase inhibitors, primary screen, biochemical, fluorescence, uHTS. Q2TB90. recombinant HKDC1, G6PDH/diaphorase resazurin coupled fluorescence. inhibition, % at 20 µM. 340,000 tested, 0.16% active;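 active = inhibition above about 35% when tested at 20 µM, limit read from the data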;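 also: plate controls were DMSO wells with enzyme for no effect and DMSO wells lacking enzyme for full effect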
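Incubation: 90 min at room temperature in dark / Material: recombinant HKDC1 (HK5) hexokinase enzyme, produced in-house / Quantity: enzyme 5 µg/mL final / Compound: one dose of 20 µM, 1% DMSO / Reagent: glucose and ATP substrates / Buffer or medium: Tris pH 8.0 buffer with MgCl2, Tween-20, BSA, BME / Technique: resorufin fluorescence at 613 nm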
SENP1 FRET inh: human SENP1 catalytic domain inhibitors, primary screen, biochemical, FRET, uHTS; inhibition, % at 10 µM; 360,000 tested, 0.21% active; recombinant SENP1 catalytic domain, CyPet-SUMO1-YPet FRET cleavage;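 active = inhibition at least 30% at 10 µM, raw YFP signal under a set limit, fluorescence ratio 0.5 to 1.5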;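 also: 0% = enzyme with DMSO and 100% = no enzyme wells; some results filed as inactive read as strong as hits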
Target sequence (Q9P0U3 419-644 limits assumed): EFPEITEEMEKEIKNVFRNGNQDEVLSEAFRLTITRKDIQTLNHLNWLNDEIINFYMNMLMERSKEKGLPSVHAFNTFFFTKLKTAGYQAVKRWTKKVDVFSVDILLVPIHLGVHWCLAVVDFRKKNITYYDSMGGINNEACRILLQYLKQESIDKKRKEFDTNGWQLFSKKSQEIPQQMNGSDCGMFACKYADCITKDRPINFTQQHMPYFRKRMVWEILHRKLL
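Test system: hSENP1 catalytic domain, recombinant; Amount: 20 pM final SENP1 enzyme; Medium: Tris pH 8 buffer plus EDTA, NaCl, BME, BSA, NP40, catalase; Schedule: 50 min enzyme reaction, room temperature, light-protected; Technique: FRET fluorescence in CFP and YFP emission channels; Controls: no-enzyme wells low, DMSO-plus-enzyme wells high control.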
PfG6PD inh: PfG6PD enzyme inhibitors, primary screen, biochemical, fluorescence intensity, uHTS | AID 504690, 2011 | PfGluPho enzyme, NADPH resazurin-diaphorase fluorescence | inhibition, % at 20 µM | glucose-6-phosphate dehydrogenase-6-phosphogluconolactonase (Plasmodium falciparum 3D7) | 350,000 tested, 0.78% active;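 active = inhibition reaching at least a set limit at 20 µM in the primary screen, cut at about 59% in these data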;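 also: 0% = DMSO wells with substrate and 100% = DMSO wells lacking glucose-6-phosphate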
SENP7 block: SENP7 protease inhibitors, primary screen, biochemical, luminescence, uHTS. Sentrin-specific protease 7 (Homo sapiens), Q9BQF6. recombinant SENP7, Z-RLRGG-aminoluciferin luminescence, 40 min. inhibition, % at 5 µM. 330,000 tested, 1.5% active;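 active = inhibition above about 50% at the single test dose, limit read from the data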;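 also: plate controls were DMSO with enzyme for no effect and no enzyme buffer wells for full effect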
Apaf1 inhib: inhibitors of human Apaf-1 apoptosome, primary screen, biochemical, DEVD-Rh110 fluorescence, uHTS; reconstituted apoptosome caspase-3 activity; inhibition, % at 20 µM; 330,000 tested, 0.71% active; AID 489030, 2010; active = inhibition of at least 40% at 20 µM;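 also: plate controls were DMSO wells for no effect and DEVD-CHO caspase inhibitor wells for full effect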
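detection = Rh110 fluorescence intensity | test system = biochemical Apaf-1 apoptosome reconstitution | also added = cytochrome c and DEVD-Rh110 substrate | schedule = 30 min plus 50 min, RT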
SENP8 block-2: human SENP8 protease inhibitors, primary screen, biochemical, fluorescence, Nedd8 protein substrate, uHTS | recombinant SENP8 | AID 602440, 2012 | inhibition, % at 20 µM | 360,000 tested, 0.64% active | Sentrin-specific protease 8 (Homo sapiens), Q96LD8; in the data active = inhibition mostly above about 40%, no sharp cut-off; inactive = mostly below about 27%
Numbers without * were called inactive; nt = no result given; & = joins results of further samples.

SMILES	NALP3 yeast inh	SENP6 block	SENP8 block-1	HKDC1 inh	SENP1 FRET inh	PfG6PD inh	SENP7 block	Apaf1 inhib	SENP8 block-2
CCN(CC(=O)Nc1cccc(S(=O)(=O)N2CCCCC2)c1)Cc1ccccc1	17	-18	-4	-1	2	9	-8	28	1
COc1cccc(C(=O)NCCSc2ccc(Br)cc2)c1	12	-2	3	-9	1	20	3	12	8
O=C(OCC(=O)N1CCCC1)c1cc(Br)ccc1Cl	22	-25	-8	-6	-1	-5	-4	-1	13
O=C(N/N=C/c1ccc([N+](=O)[O-])o1)c1cc(-c2ccncc2)nc2ccccc12	7	3	2	-3	-2	11	6	16	33
Cc1cc(C)c(NC(=O)COC(=O)C2CCCO2)c(C)c1 (stereo not drawn)	4	-11	4	-8	0	0	6	2	9
CCCCNC(=O)CSc1nc2c(sc(=S)n2-c2cc(Cl)ccc2OC)c(=O)[nH]1	7	31	6	-1	-2	-26	4	1	16
COc1ccccc1C(=O)NCC(=O)N/N=C/c1ccc2c(c1)OCO2	10	-6	-3	-3	4	-1	-3	-1	-7
CC1CC(C)CN(C(=O)c2ccc3c(=O)n(Cc4ccc5c(c4)OCO5)c(=S)[nH]c3c2)C1 (stereo not drawn)	17	3	5	3	2	-12	4	24	8
CCOC(=O)c1cn2nc(Oc3ccc(C#N)cc3)ccc2n1	12	-20	-9	-4	0	-2	12	-16	-430
Cc1cc(C)nc(NS(=O)(=O)c2ccc(NC(=S)NC(=O)CC(C)C)cc2)n1	15	-7	-2	2	-1	4	-1	0	13
Cc1cccc(OCCCC(=O)Nc2ccc(N3CCOCC3)cc2)c1	27	8	5	14	2	-2	-2	1	14
CC(=O)c1cc(F)c(N2CCN(c3ccc([N+](=O)[O-])cc3F)CC2)cc1C	7	-2	-1	-14	-36	-7	9	1	-4
CCN(C(=O)CSc1nc2cc(C(F)(F)F)ccc2n1Cc1ccccc1)C1CCS(=O)(=O)C1 (stereo not drawn)	6	-1	8	0	2	31	7	22	7
COc1ccc(OC)c(NC(=O)CCN2CCN(c3ccccc3F)CC2)c1	6	-13	3	4	0	6	-1	8	7
CCOC(=O)C1(Cc2ccc(O)cc2)NC(c2ccco2)C2C(=O)N(c3ccccc3F)C(=O)C21 (stereo not drawn)	9	-16	-2	2	3	-3	7	4	15
CC(C)C(=O)Nc1cccc(C(=O)Nc2ccccc2C(=O)O)c1	-1	15	-15	-1	2	-6	-2	-2	8
Cc1ccc(NC(=O)c2ccc(NCCCN3CCOCC3)c([N+](=O)[O-])c2)cc1Cl	25	-4	3	-4	4	17	-8	20	19
O=S(=O)(NCc1ccc(F)cc1)c1ccc(-n2cccn2)cc1	8	11	-3	-2	2	2	3	7	5
O=C1N(Cc2ccccc2)c2ccc(Cl)cc2C12OCCO2	18	-2	-2	1	2	-1	-10	20	0
O=C1CCC(=O)N1OCCOc1ccc2c(c1)CCC2	-4	2	-10	-4	3	-9	6	-10	17
CS(=O)(=O)N(CC(=O)N1CCN(c2ccc(F)cc2)CC1)C1CCCCC1	15	-19	-4	7	1	-4	-5	-3	14
CC(C)N1C(=O)CCC1C(=O)NC1CCCC1 (stereo not drawn)	5	6	-2	16	4	8	-2	-2	15
CCOC(=O)C1(C)C(C(=O)OC)=C(c2ccc(OC)cc2)c2ccccc2N1C(=O)OC (stereo not drawn)	nt	nt	nt	2	-1	34	2	21	-7
Cc1c(Cl)c(C(=O)NNC(=S)Nc2ccc(F)cc2)nn1C	11	-12	-11	-17	-1	2	-1	3	12
O=[N+]([O-])c1ccc(S(=O)Cc2ccccc2)c([N+](=O)[O-])c1 (stereo not drawn)	nt	nt	nt	14	1	58	nt	nt	24
CCOC(=O)C1=C(COC(=O)COc2ccccc2C=O)NC(=O)NC1C (stereo not drawn)	3	-25	-14	-4	-3	-5	2	9	-82
COc1cccc(C(C(=O)NC2CCCCC2)N(C(=O)c2ccco2)c2ccccc2OC)c1 (stereo not drawn)	13	-8	3	-7	-2	10	1	5	1
CC(=O)Cn1c(C(F)(F)F)nc2ccccc21	13	-23	3	2	1	-16	5	-1	20
O=C(O)COCC(=O)Nc1ccc(OCCc2ccccc2)cc1	15	-4	-1	-4	2	-14	2	6	12
O=C(CCCN1C(=O)/C(=C/c2ccccc2Cl)SC1=S)NNC(=O)c1ccc(Cl)cc1Cl	5	-15	-5	0	9	-13	-4	9	20
CCCCN1CC(COCc2ccccc2)Oc2cccc(F)c2S1(=O)=O (stereo not drawn)	nt	nt	nt	0	3	28	nt	nt	1
Cc1cc(C)c(S(N)(=O)=O)c(C)c1-n1cnnn1	-3	2	10	-5	2	5	5	0	11
CCSc1nnc(NC(=O)CCCOc2ccc(C)cc2)s1	16	-26	-2	-8	2	-14	10	5	11
C=CCc1cccc(/C=N/NC(=O)CCC(=O)Nc2ccc(F)cc2)c1O	15	-1	-3	-9	-2	-34	0	-5	4
O=P(CCCO)(Cc1ccccc1)Cc1ccccc1	21	-13	-8	-6	1	8	-8	12	10
CCC(C)NC(=O)CC(C)C (stereo not drawn)	-3	0	1	-5	3	-1	7	-21	13
CC(=O)Nc1ccc(NC(=O)CSc2ccc3nnc(-c4ccccn4)n3n2)cc1	11	-9	-5	-5	0	17	-11	-1	15
O=C(NC1CCCCC1)C(c1ccccc1)N(Cc1ccc2c(c1)OCO2)C(=O)c1cnsn1 (stereo not drawn)	9	-20	-11	-4	-2	7	-5	19	-30
COc1ccccc1-n1c(-c2ccccc2)c[n+]2c1CCc1ccccc1-2	-1&3	-4&-13	0&-2	-12&-13	2&1	5&-11	8&3	5&-3	2&-8
CN1C(=O)C(Cc2cnc[nH]2)NC1=S (stereo not drawn)	11	-11	1	-8	-2	-3	5	-7	16
COCCn1c(-c2ccc(Cl)cc2)nc2c(c(=O)c3ccccc3n2C)c1=O	25	-10	3	nt	nt	nt	-4	-6	nt
O=C(Cc1cnc2ncnn2c1)N1CCc2c([nH]c3ccccc23)C1c1ccccc1F (stereo not drawn)	7	2	7	-1	-7	4	3	6	10
O=C(C1CCN(S(=O)(=O)c2ccccc2F)CC1)N1CCc2ccccc2C1	18	0	-2	-6	0	11	1	0	9
Cn1c(C(=O)O)cc2cc(Oc3ccccc3)ccc21	11	80*	64*	1	-1	-24	13	0	-25
O=C(NC1CCCCC1)C1CCCN1S(=O)(=O)c1ccc(Cl)cc1 (stereo not drawn)	12	-17	-9	-3	1	13	6	7	3
Cc1ccc(C2C(C(=O)c3sc(C)nc3C)=C(O)C(=O)N2CCN2CCOCC2)o1 (stereo not drawn)	2	0	-6	-3	-9	-5	-6	6	8
CCCCN1C2=NCCCN2c2ccccc21	3	16	1	-9	-1	10	6	-3	8
Cc1ccc(S(=O)(=O)N2CCOCC2)cc1NC(=O)COC(=O)c1n[nH]c(=O)c2ccccc12	7	-11	-3	0	2	0	3	4	20
CCc1ncc(C(O)c2cccc3ccccc23)n1C (stereo not drawn)	5	-2	-8	-8	1	-8	4	1	26
CCn1c(CCn2c3ccccc3c3ccccc32)n[nH]c1=S	12	-14	-9	-9	2	35	2	6	15
O=C(CN1CCN(CC(=O)Nc2ccc(Cl)cc2)CC1)Nc1ccc(F)cc1	5	11	5	1	0	-10	-1	1	16
COc1ccc(CC(=O)N2CCc3cc(OC)c(OC)cc3C2O)cc1OC (stereo not drawn)	13	-9	-5	2	-3	-7	0	7	-93
COc1ccc(C2SCC(=O)N2CCc2ccc(OC)c(OC)c2)cc1 (stereo not drawn)	11	-11	-8	0	0	-16	-1	-8	11
Cc1cc(C(=O)N/N=C/c2cn(C)nc2C)c2ccccc2n1	6	-8	4	-1	2	0	4	-14	13

Gathered by group: the entries above containing a Cl atom
SMILES	NALP3 yeast inh	SENP6 block	SENP8 block-1	HKDC1 inh	SENP1 FRET inh	PfG6PD inh	SENP7 block	Apaf1 inhib	SENP8 block-2
O=C(OCC(=O)N1CCCC1)c1cc(Br)ccc1Cl	22	-25	-8	-6	-1	-5	-4	-1	13
CCCCNC(=O)CSc1nc2c(sc(=S)n2-c2cc(Cl)ccc2OC)c(=O)[nH]1	7	31	6	-1	-2	-26	4	1	16
Cc1ccc(NC(=O)c2ccc(NCCCN3CCOCC3)c([N+](=O)[O-])c2)cc1Cl	25	-4	3	-4	4	17	-8	20	19
O=C1N(Cc2ccccc2)c2ccc(Cl)cc2C12OCCO2	18	-2	-2	1	2	-1	-10	20	0
Cc1c(Cl)c(C(=O)NNC(=S)Nc2ccc(F)cc2)nn1C	11	-12	-11	-17	-1	2	-1	3	12
O=C(CCCN1C(=O)/C(=C/c2ccccc2Cl)SC1=S)NNC(=O)c1ccc(Cl)cc1Cl	5	-15	-5	0	9	-13	-4	9	20
COCCn1c(-c2ccc(Cl)cc2)nc2c(c(=O)c3ccccc3n2C)c1=O	25	-10	3	nt	nt	nt	-4	-6	nt
O=C(NC1CCCCC1)C1CCCN1S(=O)(=O)c1ccc(Cl)cc1 (stereo not drawn)	12	-17	-9	-3	1	13	6	7	3
O=C(CN1CCN(CC(=O)Nc2ccc(Cl)cc2)CC1)Nc1ccc(F)cc1	5	11	5	1	0	-10	-1	1	16

Single records (already shown). Values in the order: NALP3 yeast inh	SENP6 block	SENP8 block-1	HKDC1 inh	SENP1 FRET inh	PfG6PD inh	SENP7 block	Apaf1 inhib	SENP8 block-2
O=C(CN1CCN(CC(=O)Nc2ccc(Cl)cc2)CC1)Nc1ccc(F)cc1 across the screens: 5	11	5	1	0	-10	-1	1	16
Cc1cc(C(=O)N/N=C/c2cn(C)nc2C)c2ccccc2n1 across the screens: 6	-8	4	-1	2	0	4	-14	13
